Screening data from PubChem BioAssay.
Fam108B inh – Fam108B inhibition, counter-screen for RBBP9 inhibitors; recombinant Fam108B, FP-Rh probe fluorescence polarization; inhibition, % at 9.51 µM; 300,000 tested, 0.33% active; AID 1947;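 active = inhibition above the screen mean inhibition plus 3 SD, computed separately per campaign, cut at about 18% in these data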;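 note: inhibitors lower polarization as less probe binds the enzyme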
BCLXL inh – blocks human Bcl-xL binding to Bim BH3 peptide; Q07817; GST-Bcl-xL / FITC-Bim BH3 peptide fluorescence polarization; inhibition, % at 10.9 µM; 320,000 tested, 0.7% active; AID 2129;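 active = inhibition above the mean of all tested compounds plus 3 SD, cutoff set per campaign, cut at about 30% in these data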;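 note: 0% = DMSO wells and 100% = unlabeled Bim-BH3 peptide competitor; inhibitors lower millipolarization by displacing the labeled peptide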
Target sequence (Q07817 whole entry, looked up): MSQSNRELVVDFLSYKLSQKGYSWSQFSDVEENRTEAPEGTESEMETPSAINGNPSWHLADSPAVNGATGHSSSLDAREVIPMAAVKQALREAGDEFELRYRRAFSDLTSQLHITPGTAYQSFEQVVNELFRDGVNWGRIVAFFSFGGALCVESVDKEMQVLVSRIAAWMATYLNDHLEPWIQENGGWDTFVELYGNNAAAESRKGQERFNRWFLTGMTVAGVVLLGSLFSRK
PAFAH1B2 inh – blocks human PAF acetylhydrolase 1b catalytic subunit 2; inhibition, % at 3.39 µM; recombinant PAFAH1B2, FP-rhodamine activity probe, fluorescence polarization; P68402; AID 492953; 340,000 tested, 1.2% active;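 active = inhibition above the mean of all tested compounds plus 3 SD, cut at about 24% in these data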;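 note: 0% = enzyme with DMSO and 100% = wells lacking PAFAH1B2; many of its hits are not listed in these tables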
Target sequence (P68402 whole entry, looked up): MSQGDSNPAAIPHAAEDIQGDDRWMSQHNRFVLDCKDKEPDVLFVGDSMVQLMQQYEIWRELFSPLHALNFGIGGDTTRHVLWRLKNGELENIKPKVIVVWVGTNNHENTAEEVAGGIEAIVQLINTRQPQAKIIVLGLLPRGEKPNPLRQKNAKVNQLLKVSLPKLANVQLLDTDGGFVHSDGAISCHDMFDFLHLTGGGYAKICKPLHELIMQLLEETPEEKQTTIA
GLD-1 RNA inh – GLD-1-TGE RNA interaction inhibition (C. elegans); AID 2280; Q17339; 320,000 tested, 0.44% active; inhibition, % at 5.96 µM; purified GLD-1 + fluorescein TGE RNA, fluorescence polarization;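 active = percent inhibition above a per-plate cutoff, the plate mean of test compounds plus 3 SD, cut at about 30% in these data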;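 note: 0% = DMSO wells with GLD-1 and probe and 100% = wells lacking GLD-1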
pPAFAH inh – inhibitors of human plasma PAF acetylhydrolase (pPAFAH) | 330,000 tested, 1.5% active | Q13093 | inhibition, % at 3.39 µM | recombinant pPAFAH, FP-rhodamine probe fluorescence polarization;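 active = inhibition above the mean inhibition across the screen plus 3 SD, cut at about 25% in these data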;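 note: inhibitors block binding of the rhodamine activity-based probe so polarization drops; 0% = enzyme with DMSO and 100% = wells lacking pPAFAH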
MEX-5 binding – C. elegans MEX-5 TCR-2 RNA binding activity. MEX-5/FITC-TCR2 RNA binding, fluorescence polarization; stronger effect = lower value. activity score (negative = inhibition of binding), % at 10 µM. AID 1832. 300,000 tested, 0.38% active. Q9XUB2;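 active = inhibition past about -25% in most replicates, and total fluorescence under double the plate's negative control median, limit read from the data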;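 note: 0% = DMSO and -100% = 5 µM competing unlabeled TCR2 RNA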
PME-1 primary – blocks human protein phosphatase methylesterase 1 | AID 2130 | inhibition, % at 5.9 µM | recombinant PME-1, FP-Rh probe fluorescence polarization | 320,000 tested, 0.53% active;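 active = inhibition above the campaign mean of all compounds plus 3 SD, cut at about 26% in these data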;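 note: competitive labeling of PME-1 active site by serine hydrolase directed probe; 0% = PME-1 with DMSO and 100% = wells lacking PME-1 enzyme; inhibitors block probe labeling so polarization falls and inhibition rises; many of its hits are not listed in these tables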
AHR act – activators of human aryl hydrocarbon receptor | P35869 | AHR-responsive luciferase reporter cells, luminescence | activation, % at 5 µM | 320,000 tested, 2.5% active | AID 2796; in the data active = activation above about 47%;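 note: 0% = vehicle wells and 100% = reference agonist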
MCL1-BIM inh – MCL1-BIM-BH3 interaction inhibition (human); inhibition, % at 10.9 µM; GST-MCL1 / FITC-Bim-BH3 fluorescence polarization; 320,000 tested, 0.68% active; Q07820;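 active = inhibition above the mean inhibition of all tested compounds plus 3 SD, set per campaign, cut at about 40% in these data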;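 note: 0% = DMSO wells and 100% = unlabeled Bim-BH3 peptide control; higher means more loss of mP so more displacement of Bim peptide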
Target sequence (Q07820 whole entry, looked up): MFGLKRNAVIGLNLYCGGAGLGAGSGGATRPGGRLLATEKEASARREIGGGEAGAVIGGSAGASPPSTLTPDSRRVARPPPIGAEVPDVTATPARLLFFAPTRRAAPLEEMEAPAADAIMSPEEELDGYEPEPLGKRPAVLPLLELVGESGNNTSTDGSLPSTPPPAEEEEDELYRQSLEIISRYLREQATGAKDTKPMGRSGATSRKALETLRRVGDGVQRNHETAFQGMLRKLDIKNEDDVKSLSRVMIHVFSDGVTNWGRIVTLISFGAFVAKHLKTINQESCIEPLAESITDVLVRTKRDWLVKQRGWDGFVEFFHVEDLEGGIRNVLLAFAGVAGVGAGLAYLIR
* hit, by the source's call; x = not tested or not shown.

Structure	Fam108B inh	BCLXL inh	PAFAH1B2 inh	GLD-1 RNA inh	pPAFAH inh	MEX-5 binding	PME-1 primary	AHR act	MCL1-BIM inh
CC(C)(C)NC(=O)Cc1ccc(S(=O)(=O)N2CCCC2)s1	1.1	1.9	4.5	-6.3	12.8	-0.5	-0.9	0.0	5.4
O=C(NNc1nc(-c2ccccc2)c2cc(Br)ccc2n1)c1ccc(S(=O)(=O)N2CCCCC2)cc1	-14.1	7.8	-2.2	7.2	0.5	-0.4	-17.4	-1.3	5.4
Cc1ccc(CNC(=O)C2CCN(S(=O)(=O)c3ccc4c(c3)CC(C)N4C(=O)C3CCC3)CC2)o1 (configuration not stated)	-5.2	5.6	3.5	5.6	0.9	1.2	4.6	-1.0	7.1
CC(=O)N1CCN(c2ccc(NC(=O)c3ccccc3Br)cc2Cl)CC1	-0.6	5.4	0.0	-4.0	6.0	-0.9	-1.9	-4.1	0.8
CC(CN1CCCCC1)OC(=O)c1cc2ccccc2o1 (configuration not stated)	-1.4	4.5	2.1	1.1	-2.7	1.7	-7.9	1.7	-0.8
CCc1ccccc1N(CC(=O)N/N=C/c1ccc(OC(=O)OC)c(OC)c1)S(C)(=O)=O	1.5	5.7	-2.4	5.9	5.3	2.6	17.6	5.5	2.5
CCN(CC)C(=O)CS(=O)(=O)CC(=O)Nc1cc(OCCOC)c(Cl)cc1Cl	-0.6	2.5	4.1	-2.0	3.3	0.5	-2.2	-0.2	6.7
O=C(CN1C(=O)C2CC=CCC2C1=O)Nc1cc(C(F)(F)F)ccc1N1CCCC1 (configuration not stated)	0.5	-2.3	2.7	-1.2	5.3	1.0	-1.1	-0.8	-14.4
CC(C)(C)OC(=O)C[C@H]1C/C=C\C[C@H](CC(=O)N(CCO)Cc2ccccc2)C(=O)N[C@H](C(C)(C)C)COC1=O	x	x	10.5	-0.2	1.8	x	x	-0.2	x
CC1(C)C2CCC(C2)C1(C)NC(=O)CN1CCN(Cc2ccccc2)CC1 (configuration not stated)	3.5	3.3	0.4	-6.4	0.6	-2.4	0.1	-2.1	-6.7
COc1cc(C(C)=O)ccc1Oc1ncnc2c1cnn2-c1ccc(F)cc1	-4.5	4.6	-1.9	2.1	0.4	-1.0	7.5	15.8	5.4
O=C(c1ccccn1)N1CCN(S(=O)(=O)c2ccccc2)CC1	-0.9	1.8	0.5	-0.7	-2.2	2.7	-8.6	-0.3	0.2
Cc1ccc(N2C(=O)N(CC(=O)Nc3ccc([N+](=O)[O-])cc3)C(=O)C2C)cc1 (configuration not stated)	-4.3	-2.1	2.2	-3.0	1.2	-0.1	1.3	-1.3	0.3
CCOc1ccc(-c2nc(-c3ccc(OC)cc3)no2)cc1OCC	-9.2	3.6	-6.3	-1.7	2.6	-0.5	-4.8	0.3	0.6
CC(C)(C)c1ccc(C(=O)Nc2ccc(NC(=O)C(=O)O)cc2)o1	-4.5	4.7	-4.3	2.8	3.7	0.1	-5.0	-3.3	-2.3
Cc1ccc(C(=O)CN(C(=O)c2ccc(Cl)c(Cl)c2)N2C(=O)C3CCCCC3C2=O)cc1C (configuration not stated)	-2.0	3.2	9.4	-0.5	6.4	1.6	-3.1	0.3	3.5
CN(C)C(=O)CCc1nc(-c2ccc(C(C)(C)C)cc2)no1	-2.0	4.8	5.8	0.2	4.3	-0.9	-0.6	-0.1	8.2
COc1ccccc1OCC(=O)NC1CC(C)(C)NC(C)(C)C1	-3.9	0.7	-1.3	1.6	5.5	-0.4	0.9	1.4	-1.0
CCO[C@@H]1OC(C(=O)Nc2ccccc2)=C[C@H](c2ccc(C(F)(F)F)cc2)[C@H]1CCCO	-0.8	7.7	0.0	2.3	1.5	1.4	-1.7	0.1	9.6
Cc1ccc(NC(=O)CN2C(=O)NC(C)(c3ccc(Cl)cc3)C2=O)c(Br)c1 (configuration not stated)	1.8	3.2	-2.0	2.5	4.4	0.5	-0.1	3.0	4.8
CCCNC(=O)Nc1nnc(C2CC2)s1	-3.5	2.9	1.3	2.5	1.2	-1.1	0.0	-1.4	-1.2
CCC(=O)N1c2ccc(S(=O)(=O)CCC(=O)NCc3cccs3)cc2CC1C (configuration not stated)	6.9	3.9	1.6	1.0	-4.3	1.5	-9.5	1.7	9.1
CCN(C[C@H]1N[C@@](C)(C(=O)OC)[C@H]2C(=O)N(C)C(=O)[C@@H]12)S(=O)(=O)c1ccc(OC)cc1	x	x	2.8	0.6	-3.2	x	x	1.8	x
CCOc1ccc2[nH]c(C(=O)N/N=C/c3ccccc3OC)cc2c1	21.4*	2.7	3.5	-9.5	-0.9	-0.1	-1.1	6.4	-0.9
CN(C(=O)COC(=O)C12CC3CC(CC(Cl)(C3)C1)C2)c1ccccc1	x	x	23.7	6.1	7.6	x	x	1.5	x

Looked up one by one from the entries so far (2):
Structure	Fam108B inh	BCLXL inh	PAFAH1B2 inh	GLD-1 RNA inh	pPAFAH inh	MEX-5 binding	PME-1 primary	AHR act	MCL1-BIM inh
CN(C)C(=O)CCc1nc(-c2ccc(C(C)(C)C)cc2)no1	-2.0	4.8	5.8	0.2	4.3	-0.9	-0.6	-0.1	8.2
Cc1ccc(C(=O)CN(C(=O)c2ccc(Cl)c(Cl)c2)N2C(=O)C3CCCCC3C2=O)cc1C (configuration not stated)	-2.0	3.2	9.4	-0.5	6.4	1.6	-3.1	0.3	3.5

Continuation:
Structure	Fam108B inh	BCLXL inh	PAFAH1B2 inh	GLD-1 RNA inh	pPAFAH inh	MEX-5 binding	PME-1 primary	AHR act	MCL1-BIM inh
Cc1cc(O)c(C=Nc2ccc(Cl)cn2)c(=O)o1	-3.6	3.6	0.3	4.9	0.2	-0.1	-2.5	4.9	3.9
CN(CC(=O)Nc1ccccc1C(=O)NC1CC1)Cc1ccco1	x	-1.9	4.3	7.9	-6.2	x	-5.3	6.6	-2.2
COc1cc(NS(=O)(=O)c2ccc(N/C=C\C(=O)c3ccc(OC)c(OC)c3)cc2)nc(OC)n1	2.0	5.4	-2.2	5.7	-2.6	1.8	-4.7	2.7	-14.4
Cc1nn(C)c(C)c1CN(C)C(=O)C1CCC(=O)N(C2CCCCCC2)C1 (configuration not stated)	3.7	4.9	0.4	3.8	1.6	-2.2	8.7	0.0	2.6
CCOC(=O)c1c(C)[nH]c(C(=O)CSc2nnc(-c3ccncc3)n2CC)c1C	5.0	-1.8	-3.8	9.8	-0.9	0.5	-10.9	2.0	-0.7
CCN(CC(=O)Nc1ccc(NC(C)=O)cc1)C(=O)CSc1ncnc2sc(C)c(C)c12	0.8	5.6	-0.4	0.3	4.0	-4.0	-2.3	-0.5	6.9
CCn1c(=O)c(=O)[nH]c2cc(C(=O)NC(C)c3ccc(S(N)(=O)=O)cc3)ccc21 (configuration not stated)	-12.5	4.7	2.5	8.8	2.3	-0.9	-17.4	-0.7	5.5
COC(=O)C1=C(NC(C)=O)CCS1	-3.4	5.8	3.6	-1.1	0.8	1.1	3.5	2.0	6.8
CN(C(=O)CCc1nnc(CCCCc2ccccc2)o1)C1CCOCC1	3.6	3.4	-0.4	-7.5	2.6	-3.7	6.2	-0.6	14.3
Cc1nn(-c2ccc(N3CCCCC3)nn2)c(C)c1CCC(=O)Nc1ccccc1F	1.2	-0.1	2.7	-8.7	0.2	0.5	0.0	1.7	-5.6
Cc1ccc(S(=O)(=O)Nc2ccc(-c3nnc(SCC#N)n3C)cc2)cc1	-0.4	3.1	3.0	-5.3	-2.1	-1.2	4.4	1.2	-1.9
COc1ccc2cc(C(=O)Nc3c(C)n(C)n(-c4ccccc4)c3=O)sc(=O)c2c1OC	1.9	2.6	2.1	2.7	4.8	0.7	4.4	-1.2	3.9
CCCCOc1ccc(C(=O)N/N=C/c2cn[nH]c2-c2ccc(OC)c(OC)c2)cc1	-3.8	-0.7	-5.0	7.6	3.0	-2.4	-24.4	8.5	2.2
O=C(Nc1ccc(C(F)(F)F)cn1)Nc1cccs1	-0.1	-0.6	5.4	9.8	5.2	0.8	13.2	23.7	-3.2
COc1cc(NC(=O)CSc2ncccc2C(=O)OC(C)C)cc(OC)c1	-1.6	5.1	8.1	1.8	-1.5	1.0	-0.4	10.9	-4.4
CCN(CC)C(=O)CSc1nc(-c2ccc(C)cc2)nc2c1COC(C)(C)C2	3.2	6.4	3.4	0.8	0.0	-1.3	5.8	-2.1	-0.1
COc1ccc(N(CC(=O)NCc2cccnc2)S(=O)(=O)c2ccc(C)c([N+](=O)[O-])c2)cc1	9.0	2.2	-1.9	-6.7	-1.7	-0.3	8.8	1.1	1.6
CCN(CC(=O)Nc1c(F)cccc1F)C(=O)/C=C/c1ccc2c(c1)OCO2	-1.0	-7.5	5.1	5.0	-3.1	2.4	-0.4	9.2	-7.0
Cc1cnc(C(=O)OCC(=O)c2ccccc2)cn1	-0.4	4.0	-1.3	0.7	1.5	-1.1	0.8	-1.2	3.8
Cc1ccc(S(=O)(=O)/N=C(\CCl)N2CCOCC2)cc1	-1.2	0.7	-3.3	4.8	-2.5	0.4	0.1	1.4	3.0
COCC(=O)N1CCC(Oc2ccc(C(=O)N(C)C(C)c3ccon3)cc2)CC1 (configuration not stated)	-2.3	5.9	-2.8	-4.0	1.4	1.2	1.3	-0.4	5.8
Cc1nnc(NC(=O)C2c3ccccc3Oc3ccccc32)s1	2.3	-2.8	2.2	0.8	5.6	-0.2	1.7	-1.3	-3.2
CCC1=NN(C(=O)Cc2ccc(OC)c(OC)c2)C(O)(C(F)(F)F)C1 (configuration not stated)	0.7	4.6	5.0	-4.1	1.4	-0.6	-3.7	7.0	3.4
COc1ccc(N2C(=O)c3ccccc3C2O)cc1 (configuration not stated)	9.7	3.7	2.8	9.3	0.2	2.6	3.6	0.4	9.0
Cc1cc2c(SCC(=O)N3CCN(c4ccccc4)CC3)ncnc2s1	-3.7	-2.2	-1.5	1.1	3.4	-0.9	2.7	0.2	0.1
CN(C)S(=O)(=O)c1cccc(NC(=S)NC2CCCCC2)c1	-0.4	10.8	-3.4	2.8	-1.4	2.7	-0.8	7.8	5.0

The list is partial (hit frequency here may not be typical).
